Bioassay records as filed in PubChem.
Caspase-1 inhib = allosteric or competitive inhibitors of human caspase-1. P29466. Caspase-1 enzyme, Ac-WEHD-AFC fluorogenic rate. Potency, µM (titrated, usually from 57.5 µM), without a hit: at the highest dose activity change, negative = inhibition, usual class: inhibitors. 0.03% of 75,000 active. AID 900;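 further: potency means the concentration at half of the fitted maximal effect; plate controls were vehicle for no effect and no substrate for full effect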
ERK AVP inh = inhibitors of vasopressin-stimulated ERK signaling pathway. HEK293-V1b, vasopressin-stimulated pERK AlphaScreen. Potency, µM (top dose mostly 57.5 µM), inactives show at the highest dose activity, negative = inhibition, usual class: inhibitors. 0.99% of 72,000 active; further: potency means the concentration at half of the fitted maximal effect; on the % scale 0 is the no-effect control and ±100 the full control effect; nearly all actives have a fitted effect of over 55% in size
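Overnight-seeded V1b-HEK293 cells in 1% FBS got compound, then vasopressin (25 nM final, 5 min, 37C), then lysis buffer. AlphaScreen detection of phospho-ERK; activity normalized to basal and full-stimulation controls.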
Rhodamine autofl = compound autofluorescence in rhodamine spectral region; Rhodamine-region fluorescence, 547/598 nm, Tris buffer; hits give high values; max dye-equivalent concentration, M; AID 594; 0.05% of 59,000 active; in the data active means max dye-equivalent concentration above about 11 nM; inconclusive means between about 1.1 nM and that limit
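qHTS spectral profiling of compounds without any target or enzyme present, in pH 8.0 Tris buffer; plates were read after a 15-minute room-temperature incubation using the rhodamine-region filter set.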
Luciferase inh = blocks Photinus pyralis firefly luciferase activity; AID 411; purified firefly luciferase, luminescence, 8 min; 2.2% of 72,000 active; Potency, µM (highest dose often 57.1 µM), without a hit: top-dose activity change, negative = inhibition, most hits filed as inhibitors; further: potency means the concentration at half of the fitted maximal effect; on the % scale 0 is the no-effect control and ±100 the full control effect; nearly all actives have a fitted effect of over 40% in size
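Here, luciferase activity is measured as luminescence following an 8 min room-temperature reaction at 10 uM ATP, pH 7.2. Every library sample is titrated.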
TexasRed autofl = Texas Red region autofluorescence; Compound fluorescence, Texas Red channel, 547/618 nm; hits give high values; max dye-equivalent concentration, M; 0.06% of 59,000 active; in the data active means max dye-equivalent concentration above about 10 nM; inconclusive means between about 1.1 nM and that limit
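Pin-transferred compounds and Texas Red standards go into 100 mM Tris buffer, pH 8.0. After 15 min at room temperature, plates are imaged with 547/618 nm filters. Each value is a dye-equivalent concentration derived from the per-plate dye curve.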
Caspase-7 inhib = caspase-7 (human) inhibition, allosteric or competitive. 0.02% of 75,000 active. recombinant caspase-7, Ac-DEVD-AFC fluorescence rate. Potency, µM (titrated, usually from 57.5 µM), without a hit: at the top dose activity change, negative = inhibition, actives largely listed as inhibitors. P55210; active means well fitted inhibition curve with a large enough effect in the main read-out, with a control signal flat, not every such curve was filed as active; inconclusive means small, poorly fitted or top-dose-only effect, or a change in a side signal; further: potency means the concentration at half of the fitted maximal effect; % of control where 0% means no effect
Fluorescein autfl = compound autofluorescence in fluorescein spectral region. Compound autofluorescence, 480/540 nm, fluorescein-equivalent; hits give high values. max fluorescein-equivalent concentration, M. 0.91% of 59,000 active. AID 593; in the data active means max fluorescein-equivalent concentration above about 10 nM; inconclusive means between about 1.1 nM and that limit
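Fluorescein stocks ranging 3 mM down to 300 nM, plus DMSO blanks, were pinned alongside compounds to build a per-plate standard curve. Buffer: 100 mM Tris, pH 8.0. Incubation 15 min, room temperature; filters 480/540 nm.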
USP2a inh = blocks human ubiquitin-specific protease USP2a; O75604; USP2a enzymatic assay, qHTS inhibition; Potency, µM (highest dose often 38.3 µM), for inactives: at the top dose activity change, negative = inhibition, most hits filed as inhibitors; 0.1% of 60,000 active; AID 927;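 further: potency means the concentration at half of the fitted maximal effect; nearly all actives have a fitted effect of over 60% in size; plate controls were DMSO for no effect and NEM full inhibition control for full effect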
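USP2 core (20nM final) preincubated 30 min RT with compound, then Ub-PLA2 20nM and NBD C6-HPC 20uM final added; buffer 20mM Tris-HCl pH 8.0, 2mM CaCl2. Fluorescence Ex 460/Em 535 read at 0 and 2.5 h; normalized to NEM.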
Tau fil binding = binders of human tau filaments | Potency, µM (series often up to 57.1 µM), without a hit: at the top dose activity change, negative = inhibition | AID 596 | 2% of 71,000 active | recombinant tau filaments, thioflavin S fluorescence, 15 h; filaments grown with octadecylsulfate alongside compound;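 further: potency means the concentration at half of the fitted maximal effect; on the % scale 0 is the no-effect control and ±100 the full control effect; actives lower thioflavin S fluorescence by blocking filaments or displacing dye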
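Recombinant tau protein (human, 1 uM final) plus 30 uM ODS in HEPES pH 7.4 with NaCl, DTT and thioflavine S. Compound present from the start; fluorescence at 510 nm after 15 h, 37 C.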
HADH2 inhib = inhibitors of human HADH2 dehydrogenase. Q99714. Potency, µM (doses to about 57.1 µM), for the others: at the highest dose activity change, negative = inhibition, hits mostly inhibitors. 3.4% of 73,000 active. AID 886. recombinant HADH2, NADH fluorescence, beta-hydroxybutyryl-CoA; further: potency means the concentration at half of the fitted maximal effect; on the % scale 0 is the no-effect control and ±100 the full control effect; nearly all actives have a fitted effect of over 60% in size; many of its hits are not listed in these tables
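E. coli-expressed His-tagged HADH2 tested at 20 nM in alkaline Tris buffer (pH 9.0); oxidation of 90 uM beta-hydroxybutyryl-CoA with 1 mM NAD+ tracked fluorimetrically for 4 min.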
HEK293 cAMP ctrl = raises cAMP in parental HEK293 cells, TSHR agonist counter-screen; 2.5% of 73,000 active; AID 938; Potency, µM (top dose mostly 57.1 µM), without a hit: top-dose activation, hits mostly activators; parental HEK293 CNG cAMP sensor, membrane potential fluorescence; further: potency means the concentration at half of the fitted maximal effect; % of control where 0% means no effect; nearly all actives have a fitted effect of over 55% in size
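Parental HEK 293 cells stably expressing a modified CNG channel (no TSHR) report cAMP rise as membrane depolarization. Membrane potential dye with 100 uM RO 20-1724 was loaded for 60 min at room temperature, then compound added for 30 min; fluorescence read at 590 nm.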
An asterisk follows results filed as active; i = inactive; ? = inconclusive; . = no result given; & = joins results of further samples; ! = repeats disagree; [ ] = dose if it differs, or a comment. Unless noted, the call rests on the fitted dose curve; in most records, active means well fitted curve in the direction sought with a large enough effect; inconclusive means small, poorly fitted or top-dose-only effect, or another doubt; inactive means no such curve, though single readings can be large; an effect the other way counts as inactive or inconclusive. Not all compounds are listed. The share of hits here may be higher or lower than overall.

SMILES | Caspase-1 inhib | ERK AVP inh | Rhodamine autofl | Luciferase inh | TexasRed autofl | Caspase-7 inhib | Fluorescein autfl | USP2a inh | Tau fil binding | HADH2 inhib | HEK293 cAMP ctrl
O=C(c1ccc2nc(-c3ccco3)c(-c3ccco3)nc2c1)N1CCC2(CC1)OCCO2 | ? | ? | i | -18% | i | ? | ? | 16% | -29% | 4µM* | 19%
COc1cc2nc(CN3CC=C(c4ccccc4)CC3)[nH]c(=O)c2cc1OC | ? | 15% | i | 0% | ? | -19% | ? | 27% | 5% | 7% | 13%
O=C(Nc1ccccc1)N1CCC2(CC1)CCN(C(=O)Oc1ccccc1)CC2 | -7% | -1% | i | -1%[11.4 µM] | i | 0% | ? | 28% | 7% | 1% | 4%
CNC(=O)OCC[N+](C)(C)C | 3% | 32%[activator][51 µM] | i | -5% | i | 0% | ? | -3% | -6% | -16% | 12%
C[C@]12CCC(=O)C=C1CCC1C2CC[C@@]2(C)C1CC[C@@]2(O)CC#N (stereo partly specified) | 4% | 9% | i | 0% | i | -1% | i | 3% | 4% | 4% | 4%
ClCC(Cl)Cl | 0% | 6% | . | . | . | -1% | . | . | 3% | -11% | -7%
NCC(O)c1ccc(O)cc1 (stereo unspecified) | -1%&-1%&-5% | 6%&18% | . | . | . | 0%&1%&1% | . | 0% | 13% | -9%&-7% | -21%&27%
CCc1nc2ccccc2c(=O)n1-c1cccc(OC)c1 | 1% | 11% | i | 2% | ? | 0% | i | 2% | 9% | 9% | 28%
CCC[CH2][Sn]([Cl])([Cl])[Cl] | -1% | 23% | . | . | . | -1% | . | . | 2% | -2% | 18%
CC(=O)NC1CC2CCCC(C1)N2 (stereo unspecified) | 3% | -3% | i | 3% | i | -1% | ? | 3% | 3% | 9% | -9%
CCN(CC)C(=O)c1ccc(NC(=O)c2cc(-n3cnnc3)ccc2Cl)cc1 | 0% | 12% | i | -1% | ? | 1% | ? | 6% | -2% | 5% | -3%
Cc1ccccc1[N+](=O)[O-] | -4% | 13% | . | . | . | 0% | . | . | -6% | 32µM* | 6%
CCn1c(=O)cc(OCC(=O)N2CCC3(CC2)OCCO3)c2ccccc21 | 3% | 4% | i | 0% | i | -5% | i | -2% | -4% | -3% | -1%
CC(Cc1ccccc1)[n+]1cc(/N=C(\[O-])N(C)C)on1 (stereo unspecified) | 0% | -7% | i | 2% | ? | -1% | i | -10% | -20% | -9% | -4%
Clc1ccc2c(N3CCNCC3)ccnc2c1 | 0% | 16% | i | 0% | i | -2% | i | -8% | -4% | -8% | 12%
CN1C(=O)N(C)C(=O)C2(Sc3ccccc3C2=O)C1=O | -7% | ? | i | 0% | i | 1% | i | -6% | -4% | 114%[activator] | 0%
Cc1nc2ccccc2c(=O)n1-n1cnnc1 | -1% | 5% | i | -1% | i | -4% | i | -7% | -1% | 1% | 7%
NNCc1cccc(O)c1 | -6% | ? | i | 32µM* | i | 0% | ? | 1% | 0% | -21% | 7%
CCCCCCn1c(=O)c(C(=O)Nc2c(C)n(C)n(-c3ccccc3)c2=O)c(O)c2ccccc21 | 1% | -5% | i | 3% | i | 2% | i | 26% | 6% | 15% | ?
C[C@]12CC[C@@H]3[C@H](CCC4=CC(=O)CC[C@]43C)[C@]1(O)CC[C@@]2(O)C(=O)CO | 3%[11.5 µM] | -4%[11.5 µM] | i | 3%[11.4 µM] | i | -2%[11.5 µM] | ? | . | -2%[11.4 µM] | 7%[11.4 µM] | -6%[11.4 µM]
CCCCn1c(O)c(C(CC)=NCc2ccc3c(c2)OCO3)c(=O)[nH]c1=O | -2% | ? | i | 3% | i | -4% | i | 51%[activator] | -6% | -6% | 24%
CCC1(CC)C(=O)C=CNC1=O | -1% | 5% | i | -1%[25.5 µM] | ? | 0% | i | 1% | 7%[25.6 µM] | -8%[25.6 µM] | 12%[25.6 µM]
c1ccccc1 | -3%&-3% | 9%&2% | . | . | . | -2%&1% | . | . | 11%&2% | 1%&-10% | 12%
O=C(c1ccccc1)c1cn(CC(=O)N2CCOCC2)c2ccccc12 | 0% | 2% | i | 2% | i | 1% | i | 2% | -8% | 5% | -3%
CCOc1cc(C(=O)N2CCC3(CC2)OCCO3)cc(OCC)c1OCC | 2% | -9% | i | 3% | i | -1% | i | 4% | -18% | 11% | -3%

(listing goes on)
SMILES | Caspase-1 inhib | ERK AVP inh | Rhodamine autofl | Luciferase inh | TexasRed autofl | Caspase-7 inhib | Fluorescein autfl | USP2a inh | Tau fil binding | HADH2 inhib | HEK293 cAMP ctrl
Cc1ccc(C2(O)CCN3CCCCC32)cc1 (stereo unspecified) | 0% | 7% | i | -1% | i | 0% | i | -3% | 3% | 0% | 4%
NC(N)=Nc1ccc2[nH]c3c(c2c1)C[C@]1(O)[C@@H]2Cc4ccc(O)c5c4[C@]1(CCN2CC1CC1)[C@@H]3O5 | -1% | ? | . | 1% | . | 2% | . | . | -13% | 8% | 0%
CCC(=NCCCO)c1c(O)n(-c2ccc(OC)cc2)c(=O)[nH]c1=O | -2% | -12% | i | 1% | i | 0% | i | -4% | -3% | 3% | 3%
CCC(=NCC1CCCO1)c1c(O)[nH]c(=O)[nH]c1=O (stereo unspecified) | -2% | -15% | i | 1% | ? | -3% | i | -1% | -3% | 3% | -5%
CCCN(CCC)[C@@H]1CCc2ccc(O)cc2C1 | ? | 8%&5%&5% | i | 3%&0%&0% | ? | -2%&0%&0% | ? | -1%&3% | ? | 1%&12%&-13% | 23%&13%&0%
O=C(C(Cc1ccccc1)NS(=O)(=O)c1ccc(F)cc1)N1CCC2(CC1)OCCO2 (stereo unspecified) | 2% | 16% | i | 0% | i | -1% | i | 10% | 10% | -3% | 8%
O=C(O)CCl | 0% | 22% | . | . | . | 1% | . | . | 1% | -1% | -33%[inhibitor]
COc1ccc2c(c1OC)C(=O)O[C@H]2[C@H]1c2cc3c(cc2CCN1C)OCO3 | -4%[25.7 µM] | -5%[25.7 µM] | i | 2%[11.4 µM] | i | -2%[25.7 µM] | ? | 2%[17.1 µM] | ? | -3% | 13µM*!
CN(C=O)CP(=O)(O)CN(C)C=O | 0% | 0% | i | 1% | i | -1% | i | 42%[activator] | 22% | -10% | 11%
O=C(Oc1ccccc1)N1CCC2(CCN(Cc3nccs3)CC2)CC1 | -3% | 14% | i | 1%[11.4 µM] | i | 0% | i | 26% | 16% | -5% | 6%
N[C@@H](Cc1c[nH]c2ccccc12)c1nnc(SCc2ccc(Cl)cc2)o1 | -7% | ? | i | -3% | i | -5% | i | 29% | 12% | 0% | 10%
CCCCn1c(O)c(C(C)=Nc2ccc(OCC)cc2)c(=O)[nH]c1=O | -6% | -9% | i | -1% | i | -5% | i | 12% | 17% | 0% | 16%
N#CCCCCC#N | -1% | 8% | . | . | . | 1% | . | . | -6% | 3% | 35%
C[C@H]1CN(C2CCC(C#N)(c3ccc(F)cc3)CC2)CC[C@@]1(C(=O)O)c1ccccc1 (stereo partly specified) | -1%[25.7 µM] | 19%[25.7 µM] | i | 2%[25.5 µM] | i | 1%[25.7 µM] | ? | 3%[17.1 µM] | -3%[25.6 µM] | 8%[25.6 µM] | 7%[25.6 µM]
COc1ccc2c(c1)CC1(CN2C)C(=O)NC(=O)N(c2ccc(C)cc2)C1=O (stereo unspecified) | -9% | 1% | i | 0% | i | -7% | i | 19% | 5% | -19% | 15%
Clc1cccc(C(Cl)(Cl)Cl)n1 | -3% | -22% | . | . | . | 2% | . | . | 16% | -4% | 26%
CCCc1nc2ccccc2c(=O)n1-c1cccc(OC)c1 | -1% | -8% | i | 0% | i | -3% | i | 42%[activator] | 4% | 9% | 5%
CNCCc1c[nH]c2ccc(O)cc12 | -4%&0% | 2%&13% | i | -1% | ? | -1%&0% | i | -1% | -8% | 2% | -4%
Cc1[nH]c2ccc(O)cc2c1CCN | -3%&-1% | ? | i | 0%&-4% | ? | -1%&0% | ? | -1% | ? | 3%&-8% | 0%&-13%
Fc1ccc(C(OCCN2CCN(C/C=C\c3ccccc3)CC2)c2ccc(F)cc2)cc1 | -3% | ? | . | 2% | . | -4% | . | . | 13µM* | -5% | -31%[inhibitor]
S=c1[nH]c2ccccc2[nH]1 | -2% | 12% | . | . | . | 0% | . | . | 8% | ? | -8%
Cc1cccc(-n2c(O)c(C=Nc3ccccc3N)c(=O)[nH]c2=O)c1 | -2% | 3% | . | -1% | . | -5% | . | 56%[activator] | 2% | 9% | 2%
O=C/C=C/c1ccccc1 | -2%&-4% | 40%&53% | . | . | . | -2%&-1% | . | . | 0%&1% | 9%&6% | 37%&4%
C=CCN1C(=O)C2(C(C(=O)OCC)=C(N)Oc3ccccc32)C2=C1CCCC2=O (stereo unspecified) | 0% | -9% | i | -1% | i | -1% | ? | -2% | 2% | 3% | 6%
C/C(=C\C=C/[C@@H](C)C(=O)O)[C@H]1CN[C@H](C(=O)O)[C@@H]1CC(=O)O | -2% | -6% | . | -2% | . | -7% | . | . | ? | 2% | 10%
CCCBr | -2% | -11% | . | . | . | 1% | . | . | 6% | 2% | 26%
